Exocytosis inh: blocks lytic granule exocytosis; TALL-104 LAMP-1 surface exposure, flow cytometry; cells stimulated with thapsigargin and PMA; inhibition, % at 10 µM; 360,000 tested, 0.66% active; AID 651702;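 active means inhibition above about 55%, limit read from the data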
NOD2 RIPK2 PPI: inhibitors of human NOD2-RIPK2 interaction; inhibition, % at 4.98 µM; O43353; CHO BLA complementation NOD2-RIPK2, CCF4 ratio; 360,000 tested, 0.38% active; in the data active means inhibition above about 21%;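 further: 0% = vehicle only and 100% = reference blocker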
TWEAK Fn14 block: TWEAK-Fn14 signaling inhibition | 360,000 tested, 2% active | TWEAK-stimulated Fn14 reporter cells, luciferase luminescence, 8 h | inhibition, % at 10 µM | AID 1159606; in the data active means inhibition above about 50%
TLR9-MyD88 block: blocks human TLR9 binding to MyD88 | 340,000 tested, 0.21% active | inhibition, % at 4.98 µM | AID 504734 | CHO BLA complementation TLR9-MyD88, CCF4 FRET ratio;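 active means inhibition above the mean over all tested compounds plus 3 SD, cut at about 21% in these data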;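 further: 0% = DMSO only wells and 100% = clavulanate BLA inhibitor control wells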
SRC3 inh: human NCOA3 inhibition; HEK293 GAL4-SRC3 luciferase reporter, luminescence; Q9Y6Q9; inhibition, % at 3.6 µM; 360,000 tested, 0.17% active; AID 588352;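 active means inhibition above a per-campaign cutoff, the mean of all compounds plus 3 SD, cut at about 60% in these data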;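 further: 0% = DMSO-treated cells and 100% = gossypol-treated cells at 36 µM; higher means less SRC3-driven luciferase light from the GAL4 reporter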
SRC1 inh: inhibitors of human steroid receptor coactivator 1 (SRC1); Q15788; HEK293 GAL4-SRC1 luciferase reporter, luminescence; inhibition, % at 3.6 µM; 360,000 tested, 0.12% active;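 active means inhibition above the campaign mean plus 3 SD, with each screening campaign given its own cutoff, cut at about 60% in these data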;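 further: 0% = DMSO treated cells and 100% = gossypol at 36 µM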
LRH-1 inv ag: NR5A2 inverse agonism in reporter assay; AID 602396; O00482; inhibition, % at 3.6 µM; HEK293T StAR-luciferase reporter, LRH-1 transfected, 24 h; 360,000 tested, 0.13% active;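 active means inhibition above the mean inhibition of all tested compounds plus 3 SD, cut at about 73% in these data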;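 further: 0% = DMSO wells and 100% = reporter-only cells lacking LRH-1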
Target sequence (O00482 whole entry, looked up): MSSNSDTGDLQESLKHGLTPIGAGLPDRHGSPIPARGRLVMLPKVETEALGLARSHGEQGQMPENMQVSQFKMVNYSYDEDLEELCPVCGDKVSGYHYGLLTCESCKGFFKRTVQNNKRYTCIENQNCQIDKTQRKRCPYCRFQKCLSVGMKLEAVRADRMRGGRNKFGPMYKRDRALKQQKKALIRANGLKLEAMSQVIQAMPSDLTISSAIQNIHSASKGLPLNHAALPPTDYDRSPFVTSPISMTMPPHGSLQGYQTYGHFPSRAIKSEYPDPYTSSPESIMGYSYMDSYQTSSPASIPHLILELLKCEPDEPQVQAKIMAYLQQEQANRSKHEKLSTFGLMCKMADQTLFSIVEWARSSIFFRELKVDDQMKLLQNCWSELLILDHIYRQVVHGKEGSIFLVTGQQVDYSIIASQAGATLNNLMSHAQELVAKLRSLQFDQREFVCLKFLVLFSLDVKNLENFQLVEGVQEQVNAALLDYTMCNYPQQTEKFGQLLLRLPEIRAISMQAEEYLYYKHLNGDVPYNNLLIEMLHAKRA
NR2F2 inh: inhibitors of human COUP-TFII (NR2F2); HEK293T NGFI-A luciferase reporter, luminescence; AID 686940; inhibition, % at 8.6 µM; 370,000 tested, 0.7% active;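 active means inhibition above a per-plate cutoff, mean inhibition of test wells between control levels plus 3 SD, cut at about 38% in these data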;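 further: cells cotransfected with COUP-TFII expression vector driving the NGFI-A reporter; 0% = median of COUP-TF2 test wells and 100% = reporter-only cells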
Target sequence (P24468 whole entry, looked up): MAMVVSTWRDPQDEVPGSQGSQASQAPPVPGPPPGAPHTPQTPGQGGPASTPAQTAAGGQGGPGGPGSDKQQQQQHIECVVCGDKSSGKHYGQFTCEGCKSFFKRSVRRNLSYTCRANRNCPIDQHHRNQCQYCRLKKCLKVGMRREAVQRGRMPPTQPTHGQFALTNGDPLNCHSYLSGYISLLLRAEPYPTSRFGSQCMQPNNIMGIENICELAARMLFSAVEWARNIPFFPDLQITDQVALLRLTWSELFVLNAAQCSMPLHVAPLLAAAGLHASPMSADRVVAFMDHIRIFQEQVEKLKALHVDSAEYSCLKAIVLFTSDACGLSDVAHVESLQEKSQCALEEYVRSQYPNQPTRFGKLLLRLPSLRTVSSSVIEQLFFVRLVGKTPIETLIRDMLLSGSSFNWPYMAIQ
SRC2 inh: human SRC2 (NCOA2) inhibition. Q15596. HEK293 GAL4-SRC2 luciferase reporter, luminescence. inhibition, % at 9 µM. 370,000 tested, 0.17% active;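 active means inhibition above the mean inhibition of all tested compounds plus 3 SD, set per campaign, cut at about 52% in these data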;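 further: 0% = DMSO treated cells and 100% = cells given Gossypol at 36 µM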
TROY NFkB inh: inhibitors of TROY-dependent NF-kB signaling. 360,000 tested, 0.98% active. Q293 LMP1-TROYcd NF-kB luciferase reporter, 4 h. inhibition, % at 10 µM;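 active means compounds whose plate-normalised and pattern-corrected inhibition of the luciferase reporter signal at the single screening dose is 50% or more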
ABHD5 PLIN5 PPI: inhibitors of human ABHD5-perilipin-5 interaction | Q00G26+Q8WTS1 | Split G. princeps luciferase complementation, luminescence, 4 h | inhibition, % at 4 µM | 360,000 tested, 0.78% active;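 active means inhibition above the mean inhibition across every tested compound plus 3 SD, cut at about 22% in these data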;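 further: 0% = DMSO only wells and the 100% control is not disclosed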
The depositor's hits bear a star; nt = no result given.

SMILES	Exocytosis inh	NOD2 RIPK2 PPI	TWEAK Fn14 block	TLR9-MyD88 block	SRC3 inh	SRC1 inh	LRH-1 inv ag	NR2F2 inh	SRC2 inh	TROY NFkB inh	ABHD5 PLIN5 PPI
O=C(NNc1nc(-c2ccccc2)c2cc(Br)ccc2n1)c1ccc(S(=O)(=O)N2CCCCC2)cc1	-1	-7	15	1	13	13	-15	6	-9	11	-3
COc1ccc(-c2c(C)oc3ccc(C)cc23)cc1	-4	-2	-3	-3	12	12	1	-1	-14	5	-9
O=C(CCN1CCN(Cc2ccccc2)CC1)NNC(=O)c1cc2ccccc2o1	-8	8	5	-4	7	-2	-8	16	14	-4	-7
COc1ccc(-n2c(SCC(=O)Nc3nc(C)cs3)nnc2-c2ccoc2C)cc1	16	2	2	-10	-9	-1	-9	5	14	-2	2
O=C(Cc1ccc(Cl)cc1Cl)OCC(=O)N1CCCCC1	-8	-13	2	-7	1	-2	-13	0	0	-14	-4
CN1C(=O)NC(c2cccc([N+](=O)[O-])c2)C2=C1CC(C)(C)CC2=O (stereo unspecified)	4	-1	-2	-1	12	-2	6	9	3	-8	1
COc1cc2nc(SCc3ccc(F)cc3)n(Cc3cccs3)c(=N)c2cc1OC	-1	4	-4	-2	-12	-2	-1	-8	10	-15	-1
Cc1ccc(Oc2nc(CN3CCOCC3)nc3sc4c(c23)CCC(C)C4)cc1C (stereo unspecified)	-8	-3	-17	-7	-71	-37	-2	26	3	4	-1
CC(=O)Nc1ccc(CNC(=O)C[N+]2(C)CCOCC2)cc1	1	9	21	-20	9	2	-9	8	-15	7	-1
COc1ccc(N2CCN(C(=O)CSc3nnc4c(C)cc5cc(C)ccc5n34)CC2)cc1	2	5	11	-1	-13	-14	-1	3	-18	1	9
CC(C)(Oc1ccc(Cl)cc1)C(=O)NNC(=O)c1ccc(Br)o1	4	2	-9	0	20	-18	-5	-5	4	8	-3
Cc1ccc2c(C)cc(=S)[nH]c2c1	0	-7	1	3	-3	3	-2	18	0	-10	6
COc1ccc(C(=O)Nc2ccc(NC(=O)c3cccs3)c(OC)c2)cc1Cl	2	7	-6	0	12	-12	-9	11	-4	9	1
CCOC(=O)NCc1ccc(CNC(=O)OCC)cc1	0	3	73*	-4	-17	11	-6	-1	-10	nt	-2
COc1ccc(Cn2c(N)c(C#N)c3nc4ccccc4nc32)cc1OC	0	-4	1	-5	21	7	19	-9	-9	19	-3
Cc1cccc(OCCOC(=O)C2CCN(S(=O)(=O)c3cccs3)CC2)c1	-5	-5	-8	-13	-19	4	-9	0	-52	2	6
O=c1[nH]cc(S(=O)(=O)c2ccccc2)[nH]1	-3	17	-10	-5	11	3	12	-12	6	0	5
CCCc1ccc(C(=O)NNc2ccc(F)cc2)cc1	2	-8	-14	-7	8	-9	-3	5	-35	-25	-10
CCOC(=O)C1CCN(S(=O)(=O)c2c(C)[nH]c(=O)[nH]c2=O)CC1	0	-1	0	-10	27	10	16	-5	-10	-7	3
Brc1c(CSc2nncn2-c2ccccc2)nc2sccn12	-3	-7	-8	-10	-17	-17	4	-7	-21	16	0
COc1ccc(C(=O)Nc2ccccc2N2CCCC2)cc1	-10	5	8	-8	7	17	8	-6	7	-12	3
CN1CCN(C2OC(=O)c3ccccc32)CC1 (stereo unspecified)	1	-6	5	0	5	7	4	-20	-17	12	-3
NC(=O)c1ncn([C@@H]2O[C@H](CNCc3cc(Br)ccc3OCc3ccccc3)[C@@H](O)[C@H]2O)n1	0	12	-7	-12	0	-41	10	-3	0	-10	4
COc1ccccc1NC(=O)c1cc(S(=O)(=O)N2CCc3ccccc32)ccc1F	74*	4	9	-10	15	-4	-9	-9	-21	11	-8
O=C(/C=C/c1c(F)cccc1Cl)Nc1cccnc1	-4	-3	-5	1	-111	-100	-121	-66	-54	-44	5
CC(C)Cc1nnc(NC(=O)CCC(=O)Nc2ccccc2F)s1	7	-11	5	-5	-8	-1	-8	0	5	10	10
CC(=O)Nc1ccc(NC(=O)COC(=O)c2c(-c3ccccc3)noc2C)cc1	-12	-5	15	-1	6	3	-24	13	-10	10	-4
COC(=O)/C(=C(/F)Sc1cc(C)c(O)c(C)c1)C(F)(F)F	-1	-1	8	4	13	13	2	nt	nt	-4	-21
CCOc1ccc2[nH]c3c(NCCC(C)C)ncnc3c2c1	35	5	19	5	10	17	-23	-26	-10	47	4
Cc1ccn2c(-c3n[nH]c(=S)n3Cc3ccccc3)c(C)nc2c1	1	3	9	8	6	4	0	-3	-28	-20	9

Looked up by compound from the entries so far:
SMILES	Exocytosis inh	NOD2 RIPK2 PPI	TWEAK Fn14 block	TLR9-MyD88 block	SRC3 inh	SRC1 inh	LRH-1 inv ag	NR2F2 inh	SRC2 inh	TROY NFkB inh	ABHD5 PLIN5 PPI
NC(=O)c1ncn([C@@H]2O[C@H](CNCc3cc(Br)ccc3OCc3ccccc3)[C@@H](O)[C@H]2O)n1	0	12	-7	-12	0	-41	10	-3	0	-10	4
Brc1c(CSc2nncn2-c2ccccc2)nc2sccn12	-3	-7	-8	-10	-17	-17	4	-7	-21	16	0

The list goes on.
SMILES	Exocytosis inh	NOD2 RIPK2 PPI	TWEAK Fn14 block	TLR9-MyD88 block	SRC3 inh	SRC1 inh	LRH-1 inv ag	NR2F2 inh	SRC2 inh	TROY NFkB inh	ABHD5 PLIN5 PPI
CCc1nc2ccc(C(=O)Nc3cccc(C(C)=O)c3)cc2nc1CC	6	1	8	-3	13	-5	-4	-15	-14	-26	-4
CCN(CC)C(=O)COc1cccc2ccccc12	1	-1	0	2	-9	-5	-38	-16	-24	6	2
COc1ccc(OC)c(-c2cc(-c3cccnc3)nc(N)c2C#N)c1	10	2	10	-3	22	8	21	-15	20	-11	1
COc1ccc(OC)c(N(CC(=O)Nc2ccc3c(c2)OCCO3)S(C)(=O)=O)c1	0	3	7	6	-3	-9	-2	-8	18	-3	-7
O=C(CSc1ccc2nnc(-c3ccc(Cl)cc3)n2n1)N1CCCC1	-3	-13	-8	-7	2	-1	11	-2	4	2	4
COc1ccc(N2CCN(CCCn3c(=S)[nH]c4ccccc4c3=O)CC2)cc1	26	2	-50	1	-13	15	6	12	-25	-7	11
Cc1onc(-c2ccccc2)c1NC(=O)N(Cc1ccccc1)C(C)C	-3	2	-14	-8	11	-2	15	17	4	2	1
COCCNC(=O)C1CC2Cn3c(nc4cc5ccccc5cc43)C2N1C (stereo unspecified)	-7	3	-13	-8	-22	-1	0	-2	-3	0	-7
CS(=O)(=O)N(CC(=O)Nc1ccccc1C(=O)N1CCCC1)c1cccc([N+](=O)[O-])c1	-2	2	5	1	8	4	1	-12	1	-4	0
C/C(=N\NC(=O)CCc1ccc(S(=O)(=O)N2CCOCC2)cc1)c1ccc(Br)cc1	-1	-7	-4	3	15	2	-3	14	-13	4	-2
OCCC1CN(Cc2nc3c(s2)CCCC3)CCN1Cc1ccsc1 (stereo unspecified)	-3	2	-6	-11	-10	-11	-20	-1	-3	7	6
COc1ccc(-c2cc(=O)oc3c(C)c(OC(C)C(=O)Nc4ccc(CN5CCOCC5)cc4)ccc23)cc1 (stereo unspecified)	14	1	4	2	-28	-18	18	-11	-4	14	1
COc1cc(NS(=O)(=O)c2ccc(NC(=O)c3ccc(Cl)cc3Cl)cc2)ncn1	1	0	2	4	7	-2	-27	1	-31	1	8
CC1Cc2cc(/C(O)=C3/C(=O)C(=O)N(CCCN(C)C)C3c3ccncc3)ccc2O1 (stereo unspecified)	-1	-1	-2	-1	5	2	-2	6	-17	12	1
Cc1ccc(-n2nnnc2SCn2nnc3ccccc3c2=O)cc1	2	4	-7	0	-42	-73	-115	-17	-26	-1	-4
COc1ccc(CNC(=O)c2sc(=S)n(-c3ccccc3)c2N)cc1	-3	1	12	0	14	6	14	3	-28	5	-5
c1ccc(-n2ncc3c2ncn2nc(-c4ccco4)nc32)cc1	-4	3	34	10	-70	-88	-136	-46	-63	-15	4
COc1ccc2cc(C(=O)CS(=O)(=O)c3ccccc3)c(=O)oc2c1	18	-3	29	-6	5	-23	9	0	-15	47	6
Cn1cc([C@]2(O)C(=O)N(c3ccccc3)c3ccccc32)c2ccccc21	-3	-10	nt	nt	nt	nt	-14	8	-29	nt	5
O=C1CC(NS(=O)(=O)c2ccc([N+](=O)[O-])cc2)CN1c1ccc(Cl)cc1 (stereo unspecified)	4	-1	-5	-9	7	19	-2	12	9	-16	-6
CCNC(=O)c1ccc2c(c1)S(=O)(=O)c1ccccc1C2=O	-4	0	0	5	10	-22	13	8	-52	7	3
CCCCN(C(=O)c1ccccc1Cl)C(CC(C)C)c1nc2ccccc2[nH]1 (stereo unspecified)	4	6	8	nt	19	-2	-14	8	8	16	-3
CCCn1c(SCC(=O)Nc2ccc(NC(C)=O)cc2)nc2c1c(=O)n(C)c(=O)n2C	-3	-1	-1	-7	-4	10	9	4	11	5	-2
Clc1ccc(-n2ncc3c(NCc4ccc5c(c4)OCO5)ncnc32)cc1	1	-1	16	-2	8	-93	-1	-2	-10	-3	-1
CCOC(=O)CSc1nc2c(c(=O)n1-c1ccc(OC)cc1)SCC2	-1	12	-4	-3	6	2	-8	7	-10	-7	4
COc1cc(C(=O)NCc2ccc(-c3nc4ccccc4s3)cc2)cc(OC)c1OC	4	6	-40	1	-30	-47	-52	-31	-49	-16	3
COc1ccccc1N1CCN(CC(O)COc2c(OC)cccc2OC)CC1 (stereo unspecified)	1	-8	-3	-10	-3	8	12	2	9	-21	-7
CCn1c(CCNC(=O)c2ccc(C)cc2)n[nH]c1=S	-1	2	-6	9	-11	-34	-11	-16	-35	0	-9
Cc1cccc(-n2c(Cc3cc(=O)[nH]c(=O)[nH]3)nnc2SC(C)C)c1	-2	-6	6	-1	2	5	-1	18	-10	-19	8
COC(=O)CCC(=O)c1ccn(S(=O)(=O)c2ccccc2)c1	40	-7	-25	-10	10	17	0	5	-12	3	8
Cc1noc(C)c1CSCC(=O)N1CCN(c2ccc([N+](=O)[O-])cc2)CC1	0	-5	12	-14	13	5	30	38*	19	nt	1
COc1ccc(C2=CC(c3ccc(F)cc3)n3nnnc3N2)cc1 (stereo unspecified)	1	10	25	20	-2	-7	-29	-6	-2	-2	4
Cc1ccc(-c2cccc(CN3CCN(C4CCN(C(C)C)CC4)C(CCO)C3)c2)o1 (stereo unspecified)	1	-4	-4	2	4	3	5	-3	14	5	-8
Cc1ccc(-c2csc3ncnc(Cl)c23)cc1	-4	13	2	-2	15	-4	-10	8	17	-10	-4
Cc1ccc(N2C(=O)CS/C2=C(\C(Cl)=C(Cl)Cl)[N+](=O)[O-])cc1	-3	-4	6	-4	3	6	13	-3	7	-22	-6
CCC(C)(C(=O)NC1CCCCC1)N(C(=O)Cc1cccs1)c1ccccc1 (stereo unspecified)	-1	-10	-8	-9	1	-9	3	11	-9	-2	-4
COc1ccc(NC2CCCN(C(=O)C3=NNC(=O)CC3)C2)cc1 (stereo unspecified)	4	2	13	-1	-28	1	-3	-8	-7	4	5
Cc1cccc(C(O)C(O)c2cccc(C)n2)n1 (stereo unspecified)	-8	-15	0	-2	-12	-1	-11	10	-20	16	-3
Cc1ccc(NC(=O)O/N=C/c2ccc(F)cc2)cc1	0	4	-37	6	-48	-33	-55	-7	-30	-21	2

Assay outcomes as filed in PubChem.

Only part of the results is shown, so the mix of outcomes need not match the whole.
